# From PubChem
# NR2F2 inh: blocks human COUP-TFII nuclear receptor; P24468; HEK293T NGFI-A luciferase reporter, luminescence; inhibition, % at 8.6 µM; 370,000 compounds, 0.7% hits;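 active = inhibition above a per-plate cutoff, mean inhibition of test wells between control levels plus 3 SD, cut at about 38% in these data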;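 also: cells cotransfected with COUP-TFII expression vector driving the NGFI-A reporter; 0% = median of COUP-TF2 test wells and 100% = reporter-only cells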
# TLR9-MyD88 block: TLR9-MyD88 interaction inhibition. Q9NR96+Q99836. CHO BLA complementation TLR9-MyD88, CCF4 FRET ratio. inhibition, % at 4.98 µM. 340,000 compounds, 0.21% hits. AID 504734;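 active = inhibition above the mean over all tested compounds plus 3 SD, cut at about 21% in these data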;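 also: 0% = DMSO only wells and 100% = clavulanate BLA inhibitor control wells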
# NOD2 RIPK2 PPI: inhibitors of human NOD2-RIPK2 interaction. CHO BLA complementation NOD2-RIPK2, CCF4 ratio. inhibition, % at 4.98 µM. 360,000 compounds, 0.38% hits. AID 624267; in the data active = inhibition above about 21%;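 also: 0% = vehicle only and 100% = reference blocker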
# Target sequence (O43353 whole entry, looked up): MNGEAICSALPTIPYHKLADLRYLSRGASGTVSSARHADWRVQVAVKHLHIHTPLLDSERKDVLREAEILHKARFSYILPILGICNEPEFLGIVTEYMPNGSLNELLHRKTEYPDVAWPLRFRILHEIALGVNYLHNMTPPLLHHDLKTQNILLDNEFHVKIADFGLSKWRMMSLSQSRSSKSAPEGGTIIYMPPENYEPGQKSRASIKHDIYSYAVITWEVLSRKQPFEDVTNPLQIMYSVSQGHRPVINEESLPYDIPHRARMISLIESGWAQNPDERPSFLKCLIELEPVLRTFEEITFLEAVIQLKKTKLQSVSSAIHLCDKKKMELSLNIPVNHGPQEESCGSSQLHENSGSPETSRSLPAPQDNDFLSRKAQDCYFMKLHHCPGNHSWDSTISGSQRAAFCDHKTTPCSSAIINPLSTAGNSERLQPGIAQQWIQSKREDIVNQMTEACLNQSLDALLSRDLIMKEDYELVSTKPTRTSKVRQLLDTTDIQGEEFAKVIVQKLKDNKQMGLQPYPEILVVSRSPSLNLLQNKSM
# LMP1 NFkB inh: reduces LMP1-driven NF-kappaB luciferase signal. LMP1-induced NF-kappaB luciferase reporter cells, luminescence. inhibition, % at 12.5 µM. 350,000 compounds, 0.69% hits; in the data active = inhibition above about 41%;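 also: 0% = neutral control wells and 100% = reference inhibitor control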
# TRAIL sens C8: caspase-8 TRAIL sensitization; 360,000 compounds, 1% hits; NB7+C8 cells + TRAIL, ATPlite viability luminescence; inhibition (viability loss, TRAIL sensitization), % at 10 µM;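 active = compounds causing at least 50% loss of cell viability in the single-dose screen, relative to plate controls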
# NR5A2 inv ag: NR5A2 inverse agonism in reporter assay. O00482. HEK293T StAR-luciferase reporter, LRH-1 transfected, 24 h. inhibition, % at 3.6 µM. 360,000 compounds, 0.13% hits. AID 602396;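 active = inhibition above the mean inhibition of all tested compounds plus 3 SD, cut at about 73% in these data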;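 also: 0% = DMSO wells and 100% = reporter-only cells lacking LRH-1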
# Target sequence (O00482 whole entry, looked up): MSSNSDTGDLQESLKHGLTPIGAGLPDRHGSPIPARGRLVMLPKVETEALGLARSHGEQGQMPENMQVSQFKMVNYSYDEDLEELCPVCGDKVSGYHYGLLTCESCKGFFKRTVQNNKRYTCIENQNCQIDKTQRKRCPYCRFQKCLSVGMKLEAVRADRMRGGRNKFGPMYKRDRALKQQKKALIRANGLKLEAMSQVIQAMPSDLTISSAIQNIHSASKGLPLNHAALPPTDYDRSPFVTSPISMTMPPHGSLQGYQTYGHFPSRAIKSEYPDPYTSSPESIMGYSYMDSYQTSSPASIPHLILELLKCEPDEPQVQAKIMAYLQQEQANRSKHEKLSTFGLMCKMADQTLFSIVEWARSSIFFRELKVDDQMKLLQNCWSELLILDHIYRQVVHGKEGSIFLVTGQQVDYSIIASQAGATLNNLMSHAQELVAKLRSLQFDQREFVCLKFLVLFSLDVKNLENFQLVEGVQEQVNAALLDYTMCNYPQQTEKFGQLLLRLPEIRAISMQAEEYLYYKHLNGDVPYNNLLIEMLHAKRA
# NCOA2 inhibitor: human SRC2 (NCOA2) inhibition; 370,000 compounds, 0.17% hits; AID 651957; inhibition, % at 9 µM; HEK293 GAL4-SRC2 luciferase reporter, luminescence; Q15596;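 active = inhibition above the mean inhibition of all tested compounds plus 3 SD, set per campaign, cut at about 52% in these data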;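 also: 0% = DMSO treated cells and 100% = cells given Gossypol at 36 µM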
# Vif inh: HIV Vif inhibition | AID 602346 | 340,000 compounds, 0.35% hits | HEK293T cells, Vif self-association by quenched fluorescence, imaging, 24 h | inhibition, % at 7.49 µM; in the data active = inhibition above about 50%, passing the limit was not always enough; also: some results filed as inactive read as strong as hits
# NCOA3 inh: inhibits human SRC3 coactivator | Q9Y6Q9 | inhibition, % at 3.6 µM | 360,000 compounds, 0.17% hits | HEK293 GAL4-SRC3 luciferase reporter, luminescence;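 active = inhibition above a per-campaign cutoff, the mean of all compounds plus 3 SD, cut at about 60% in these data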;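 also: 0% = DMSO-treated cells and 100% = gossypol-treated cells at 36 µM; higher means less SRC3-driven luciferase light from the GAL4 reporter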
# TROY NFkB inh: blocks TROY-dependent signaling in reporter cells. 360,000 compounds, 0.98% hits. Q293 LMP1-TROYcd NF-kB luciferase reporter, 4 h. inhibition, % at 10 µM;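 active = compounds whose plate-normalised and pattern-corrected inhibition of the luciferase reporter signal at the single screening dose is 50% or more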
# NCOA1 inh: human NCOA1 inhibition; 360,000 compounds, 0.12% hits; inhibition, % at 3.6 µM; Q15788; HEK293 GAL4-SRC1 luciferase reporter, luminescence; AID 588354;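 active = inhibition above the campaign mean plus 3 SD, with each screening campaign given its own cutoff, cut at about 60% in these data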;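 also: 0% = DMSO treated cells and 100% = gossypol at 36 µM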
# Starred values were filed as active, the others as inactive; x = not tested or not shown.
1. CCCCCOc1ccc(N2C(=O)CC(N(O)c3ccccc3)C2=O)cc1 (stereo unspecified)
2. CCc1nc(N)c(C#N)c(-c2cccn2C)c1C
3. CC(C)Oc1cccc(C(=O)Nc2nnc([C@@H]3C[C@H](O)[C@@H](CO)O3)s2)c1
4. CCOc1ccc(CN(C)C(C)C(=O)Nc2ccc([N+](=O)[O-])cc2Cl)cc1OC (stereo unspecified)
5. O=C(CCCC(=O)c1ccccc1)Nc1ccc(F)cc1
6. O=C(COC(=O)Cc1cccs1)Nc1ccccc1
7. O=C(/C=C/c1cccc(Br)c1)NC1CCN(Cc2ccccc2)CC1
8. Cc1cccc(C)c1NC(=O)CN1CCN(C/C=C/c2ccccc2)CC1

Compound,1,2,3,4,5,6,7,8
NR2F2 inh,0,12,-9,-7,2,-2,-4,1
TLR9-MyD88 block,-4,-3,x,-1,3,-6,-2,x
NOD2 RIPK2 PPI,-9,-6,-5,-5,-3,-9,-2,5
LMP1 NFkB inh,7,27,x,9,-6,2,7,x
TRAIL sens C8,-5,-4,4,20,-2,-14,11,4
NR5A2 inv ag,-16,-3,-6,3,1,9,-4,2
NCOA2 inhibitor,1,7,22,-9,6,-5,7,33
Vif inh,6,7,-1,-2,3,0,8,x
NCOA3 inh,-8,13,-1,11,-1,-3,7,15
TROY NFkB inh,-7,-6,13,16,-18,-27,21,5
NCOA1 inh,7,5,-1,-6,4,-9,6,3

9. O=C1CC(c2ccco2)CC(O)=C1C=Nc1cc(Cl)cc(Cl)c1 (stereo unspecified)
10. O=C(c1cc2ccccc2oc1=O)N(Cc1ccco1)C1CCS(=O)(=O)C1 (stereo unspecified)
11. Cn1c(C(=O)O)c(CC(=O)N2CCC(Cc3ccccc3)CC2)c2ccccc21
12. COc1cccc(-c2nn(C)c3sc(C(=O)N4CCOCC4)cc23)c1
13. O=C(c1ccc(Cl)s1)N1CCOCC1
14. CCOC(=O)C1=C[C@@H](C(C)(C)C)N(S(=O)(=O)c2ccc(C)cc2)[C@H]1c1ccccc1
15. Cc1ccccc1N(C(=O)CCC(=O)Nc1ccccn1)C(C(=O)NC(C)C)c1ccc(F)cc1 (stereo unspecified)
16. COc1cccc(CC(=O)OCC(=O)N(C)CC(=O)Nc2ccc(F)cc2)c1

Compound,9,10,11,12,13,14,15,16
NR2F2 inh,11,-20,-5,12,16,0,8,-2
TLR9-MyD88 block,10,4,13,2,-8,x,-4,4
NOD2 RIPK2 PPI,0,-3,-9,1,-7,-22,-18,-7
LMP1 NFkB inh,6,-18,-3,4,-3,x,-4,-2
TRAIL sens C8,9,10,5,-6,5,3,-6,-7
NR5A2 inv ag,8,-99,-5,-2,5,10,0,2
NCOA2 inhibitor,15,-35,-26,-36,-10,-13,-24,1
Vif inh,x,3,-3,1,0,x,-4,-8
NCOA3 inh,10,-55,-1,3,-1,11,3,5
TROY NFkB inh,0,-50,5,-30,-3,13,-4,-25
NCOA1 inh,-16,-116,-5,-21,18,10,9,-4

17. COC(=O)Nc1cc(C)n(-c2ccccc2)n1
18. Cc1oc2c(c1C(=O)NCc1cc(C(=O)O)co1)CCCC2
19. c1ccc(-c2nnc(SCc3nc4ccccc4[nH]3)n2Cc2ccco2)nc1
20. COC(=O)[C@]12CCCCC=C1N(Cc1cccc3ccccc13)C(=O)[C@H](CC(=O)NCCC(C)C)C2
21. COC(=O)COc1cc(OCC(=O)OC)c2c(C)c(Cl)c(=O)oc2c1
22. C=CCn1cc(C(=O)NCCOC)c(=O)c2cc(S(=O)(=O)N(CC)CC)ccc21
23. CC(C)(C)C1CCC(=NNC(=O)C(=O)NC2CCCCC2)CC1 (stereo unspecified)
24. CCn1c(SCc2ccc(F)cc2)nc2c(c1=O)SCC2

Compound,17,18,19,20,21,22,23,24
NR2F2 inh,9,1,-2,7,-14,18,23,10
TLR9-MyD88 block,3,-3,3,x,0,-7,2,1
NOD2 RIPK2 PPI,1,0,-10,-9,4,18,2,5
LMP1 NFkB inh,6,1,3,x,2,-3,0,8
TRAIL sens C8,-15,-13,-12,10,2,-13,-4,-16
NR5A2 inv ag,14,-8,0,-5,23,6,-4,7
NCOA2 inhibitor,-20,-15,-4,12,-14,-4,20,8
Vif inh,1,2,-14,x,2,5,3,-3
NCOA3 inh,20,-26,4,x,6,17,0,8
TROY NFkB inh,-4,-3,1,29,-7,16,-14,13
NCOA1 inh,10,15,0,x,5,-6,6,9

25. O=C(c1nc2ccccc2s1)N1CCN(c2ccccn2)CC1
26. O=C(COc1ccccc1Cl)NC(=O)NC1CCCCC1
27. COC(=O)C(CCCCNC(=O)c1ccc([N+](=O)[O-])cc1)NC(=O)c1ccc([N+](=O)[O-])cc1 (stereo unspecified)
28. COc1ccc(CCNC(=O)c2cccc(-n3cnnn3)c2)cc1
29. COc1ccc(OC)c(N/C=C/C(=O)c2ccccc2)c1
30. CSC(=S)N/N=C/c1ccc(Br)cc1
31. CCc1nc2sc(C(=O)O)c(N)c2c2c1CCCC2
32. O=[N+]([O-])c1c(C(Cl)Cl)nn(-c2ccccc2)c1N1CCCC1

Compound,25,26,27,28,29,30,31,32
NR2F2 inh,-11,-32,-4,8,26,-6,12,-22
TLR9-MyD88 block,-3,-19,4,-6,-4,-1,2,8
NOD2 RIPK2 PPI,-1,7,-2,-4,0,-9,8,2
LMP1 NFkB inh,-19,-16,-5,-2,72*,1,-6,2
TRAIL sens C8,7,3,5,-11,91*,-7,-10,0
NR5A2 inv ag,-16,-28,9,-25,15,-25,-23,1
NCOA2 inhibitor,-4,-32,-1,1,23,19,7,8
Vif inh,-1,-7,7,1,-5,-3,-3,26
NCOA3 inh,-24,-36,5,-5,33,7,24,13
TROY NFkB inh,3,-40,-6,3,81*,-17,3,-8
NCOA1 inh,-16,-18,0,-10,21,0,-29,7

33. CCOC(=O)CC(=O)c1sc2c(c1N)c(=O)[nH]c(=O)n2-c1ccc(OC)cc1
34. C=CCc1ccccc1OCCNCCCOC
35. Cn1c(CNC(=O)Nc2cccc(Cl)c2)nnc1SCc1ccccc1
36. Cc1ccccc1Cc1c(C)nc2c(C(=O)NCc3ccco3)cnn2c1C
37. Cc1cc(C(F)(F)F)n2nc(C(=O)O)c(Cl)c2n1
38. COc1cc2[nH]c(=O)n(CCCC(=O)NCCc3ccccc3)c(=O)c2cc1OC
39. CCN(CC)S(=O)(=O)c1ccc(N2CCCC2)c(C(=O)OCC(=O)Nc2cc(C)on2)c1
40. COC(=O)c1onc(-c2c(Cl)cccc2Cl)c1C(=O)OC

Compound,33,34,35,36,37,38,39,40
NR2F2 inh,-5,5,7,x,21,13,3,9
TLR9-MyD88 block,0,-6,-9,1,-6,7,9,2
NOD2 RIPK2 PPI,7,-3,-10,-8,1,3,-4,0
LMP1 NFkB inh,1,0,-5,0,-3,-1,1,-2
TRAIL sens C8,8,1,-13,-5,3,-9,14,-7
NR5A2 inv ag,-3,16,-2,15,3,13,-7,4
NCOA2 inhibitor,-8,-12,4,x,12,0,-1,-31
Vif inh,0,6,-7,-12,11,4,-4,5
NCOA3 inh,11,20,-15,17,7,9,18,11
TROY NFkB inh,25,-5,11,12,-2,-3,6,2
NCOA1 inh,-10,6,-1,17,-6,4,4,-11

41. C/C(=N\OC(=O)c1c(-c2ccccc2Cl)noc1C)c1nccs1
42. CC(=O)Nc1ccc(S(=O)(=O)NC2(C(F)(F)F)NC(=O)N(Cc3ccccc3)C2=O)cc1 (stereo unspecified)
43. CC(=O)Oc1ccc2c(=O)c(-c3nc4ccccc4s3)coc2c1
44. CCOC(=O)c1cnc(-n2nc(C)cc2C)nc1Nc1ccc(OC)cc1
45. COc1ccc(CNC(=O)CN(CC2CCCO2)C(=O)CNS(=O)(=O)c2ccccc2)cc1 (stereo unspecified)
46. Nc1nc2c(nnn2Cc2ccc(Cl)c(Cl)c2)c(=O)[nH]1
47. COc1ccc(CCNC(=O)COC(=O)c2cc(OC)c(OC)cc2OC)cc1
48. Cc1ccc(S(=O)(=O)CCc2nnc(N)s2)cc1

Compound,41,42,43,44,45,46,47,48
NR2F2 inh,11,-13,-22,-9,-3,20,-1,-4
TLR9-MyD88 block,-7,-13,1,5,-10,-8,1,5
NOD2 RIPK2 PPI,-3,2,-6,-15,-7,-4,-14,0
LMP1 NFkB inh,0,-9,8,14,3,-27,-1,1
TRAIL sens C8,3,-5,69*,-27,-2,-6,-1,-6
NR5A2 inv ag,-9,-12,-123,20,-14,-7,2,15
NCOA2 inhibitor,13,1,-69,-1,-49,-17,-2,-42
Vif inh,-1,3,-3,7,x,5,1,7
NCOA3 inh,10,20,-51,1,5,-6,4,-3
TROY NFkB inh,14,18,53*,1,1,2,-4,13
NCOA1 inh,-9,0,-71,10,-3,2,-8,8

49. Cc1ccc(NC(=S)Nc2ccc(F)cc2)cc1
50. CCn1c(COc2ccccc2C)nnc1SCC(=O)NCc1ccccc1
51. CN(CCOc1ccc(Cl)cc1)Cc1cccc(S(=O)(=O)N(C)C)c1
52. Cn1c2c(c(=O)n(C)c1=O)C(c1ccc(Br)cc1)C(C#N)=C(N)N2 (stereo unspecified)
53. CCOC(=O)C1=CCN(S(=O)(=O)c2ccccc2F)C1c1ccc(F)cc1 (stereo unspecified)
54. COc1ccccc1C(C)NC(=O)CCC(=O)N1CCN(S(=O)(=O)c2ccc(Cl)cc2)CC1 (stereo unspecified)
55. CC(=O)C1=C(O)CC(c2ccccc2)CC1=NCCc1ccccc1 (stereo unspecified)
56. CN1C(=O)N(CC(=O)N2CCN(c3ncccn3)CC2)C(=O)C12CCCCC2

Compound,49,50,51,52,53,54,55,56
NR2F2 inh,-37,-6,30,-23,-1,21,-2,11
TLR9-MyD88 block,-1,-5,-1,7,x,-6,12,-10
NOD2 RIPK2 PPI,-6,4,-4,-6,-13,-14,-2,-11
LMP1 NFkB inh,3,-3,8,19,x,-2,-17,1
TRAIL sens C8,-12,8,7,-2,18,-11,1,1
NR5A2 inv ag,-16,0,25,3,2,16,-10,-3
NCOA2 inhibitor,-15,-2,-13,-2,12,2,6,5
Vif inh,-5,15,-2,1,x,-11,-2,-3
NCOA3 inh,-19,-4,-5,-5,11,-5,4,-3
TROY NFkB inh,-26,1,20,-16,4,8,13,11
NCOA1 inh,-15,8,2,-6,7,-7,-6,-24

# Compound profiles, as listed above. Order of screens: NR2F2 inh	TLR9-MyD88 block	NOD2 RIPK2 PPI	LMP1 NFkB inh	TRAIL sens C8	NR5A2 inv ag	NCOA2 inhibitor	Vif inh	NCOA3 inh	TROY NFkB inh	NCOA1 inh
# `CCn1c(COc2ccccc2C)nnc1SCC(=O)NCc1ccccc1` is entered as -6	-5	4	-3	8	0	-2	15	-4	1	8
# `Cc1ccc(NC(=S)Nc2ccc(F)cc2)cc1` is entered as -37	-1	-6	3	-12	-16	-15	-5	-19	-26	-15
# `COc1ccccc1C(C)NC(=O)CCC(=O)N1CCN(S(=O)(=O)c2ccc(Cl)cc2)CC1` (stereo unspecified) is entered as 21	-6	-14	-2	-11	16	2	-11	-5	8	-7
# `Cn1c2c(c(=O)n(C)c1=O)C(c1ccc(Br)cc1)C(C#N)=C(N)N2` (stereo unspecified) is entered as -23	7	-6	19	-2	3	-2	1	-5	-16	-6
# `CN1C(=O)N(CC(=O)N2CCN(c3ncccn3)CC2)C(=O)C12CCCCC2` is entered as 11	-10	-11	1	1	-3	5	-3	-3	11	-24

# Not all compounds are listed; rates above refer to the full screens.
